Screens deposited in PubChem by Vanderbilt High Throughput Screening Facility.
Cav32 inh: human Cav3.2 channel inhibition, primary screen; Cav3.2-expressing cells, Fluo-4 calcium fluorescence FDSS; stronger effect = lower value; O95180; 100,000 compounds, 4% hits; B-score at 10 µM;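 active means single-dose well whose peak fluorescence ratio is a statistical outlier from its plate by either plate-standardised score or position-corrected B-score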
Target sequence (O95180 whole entry, looked up): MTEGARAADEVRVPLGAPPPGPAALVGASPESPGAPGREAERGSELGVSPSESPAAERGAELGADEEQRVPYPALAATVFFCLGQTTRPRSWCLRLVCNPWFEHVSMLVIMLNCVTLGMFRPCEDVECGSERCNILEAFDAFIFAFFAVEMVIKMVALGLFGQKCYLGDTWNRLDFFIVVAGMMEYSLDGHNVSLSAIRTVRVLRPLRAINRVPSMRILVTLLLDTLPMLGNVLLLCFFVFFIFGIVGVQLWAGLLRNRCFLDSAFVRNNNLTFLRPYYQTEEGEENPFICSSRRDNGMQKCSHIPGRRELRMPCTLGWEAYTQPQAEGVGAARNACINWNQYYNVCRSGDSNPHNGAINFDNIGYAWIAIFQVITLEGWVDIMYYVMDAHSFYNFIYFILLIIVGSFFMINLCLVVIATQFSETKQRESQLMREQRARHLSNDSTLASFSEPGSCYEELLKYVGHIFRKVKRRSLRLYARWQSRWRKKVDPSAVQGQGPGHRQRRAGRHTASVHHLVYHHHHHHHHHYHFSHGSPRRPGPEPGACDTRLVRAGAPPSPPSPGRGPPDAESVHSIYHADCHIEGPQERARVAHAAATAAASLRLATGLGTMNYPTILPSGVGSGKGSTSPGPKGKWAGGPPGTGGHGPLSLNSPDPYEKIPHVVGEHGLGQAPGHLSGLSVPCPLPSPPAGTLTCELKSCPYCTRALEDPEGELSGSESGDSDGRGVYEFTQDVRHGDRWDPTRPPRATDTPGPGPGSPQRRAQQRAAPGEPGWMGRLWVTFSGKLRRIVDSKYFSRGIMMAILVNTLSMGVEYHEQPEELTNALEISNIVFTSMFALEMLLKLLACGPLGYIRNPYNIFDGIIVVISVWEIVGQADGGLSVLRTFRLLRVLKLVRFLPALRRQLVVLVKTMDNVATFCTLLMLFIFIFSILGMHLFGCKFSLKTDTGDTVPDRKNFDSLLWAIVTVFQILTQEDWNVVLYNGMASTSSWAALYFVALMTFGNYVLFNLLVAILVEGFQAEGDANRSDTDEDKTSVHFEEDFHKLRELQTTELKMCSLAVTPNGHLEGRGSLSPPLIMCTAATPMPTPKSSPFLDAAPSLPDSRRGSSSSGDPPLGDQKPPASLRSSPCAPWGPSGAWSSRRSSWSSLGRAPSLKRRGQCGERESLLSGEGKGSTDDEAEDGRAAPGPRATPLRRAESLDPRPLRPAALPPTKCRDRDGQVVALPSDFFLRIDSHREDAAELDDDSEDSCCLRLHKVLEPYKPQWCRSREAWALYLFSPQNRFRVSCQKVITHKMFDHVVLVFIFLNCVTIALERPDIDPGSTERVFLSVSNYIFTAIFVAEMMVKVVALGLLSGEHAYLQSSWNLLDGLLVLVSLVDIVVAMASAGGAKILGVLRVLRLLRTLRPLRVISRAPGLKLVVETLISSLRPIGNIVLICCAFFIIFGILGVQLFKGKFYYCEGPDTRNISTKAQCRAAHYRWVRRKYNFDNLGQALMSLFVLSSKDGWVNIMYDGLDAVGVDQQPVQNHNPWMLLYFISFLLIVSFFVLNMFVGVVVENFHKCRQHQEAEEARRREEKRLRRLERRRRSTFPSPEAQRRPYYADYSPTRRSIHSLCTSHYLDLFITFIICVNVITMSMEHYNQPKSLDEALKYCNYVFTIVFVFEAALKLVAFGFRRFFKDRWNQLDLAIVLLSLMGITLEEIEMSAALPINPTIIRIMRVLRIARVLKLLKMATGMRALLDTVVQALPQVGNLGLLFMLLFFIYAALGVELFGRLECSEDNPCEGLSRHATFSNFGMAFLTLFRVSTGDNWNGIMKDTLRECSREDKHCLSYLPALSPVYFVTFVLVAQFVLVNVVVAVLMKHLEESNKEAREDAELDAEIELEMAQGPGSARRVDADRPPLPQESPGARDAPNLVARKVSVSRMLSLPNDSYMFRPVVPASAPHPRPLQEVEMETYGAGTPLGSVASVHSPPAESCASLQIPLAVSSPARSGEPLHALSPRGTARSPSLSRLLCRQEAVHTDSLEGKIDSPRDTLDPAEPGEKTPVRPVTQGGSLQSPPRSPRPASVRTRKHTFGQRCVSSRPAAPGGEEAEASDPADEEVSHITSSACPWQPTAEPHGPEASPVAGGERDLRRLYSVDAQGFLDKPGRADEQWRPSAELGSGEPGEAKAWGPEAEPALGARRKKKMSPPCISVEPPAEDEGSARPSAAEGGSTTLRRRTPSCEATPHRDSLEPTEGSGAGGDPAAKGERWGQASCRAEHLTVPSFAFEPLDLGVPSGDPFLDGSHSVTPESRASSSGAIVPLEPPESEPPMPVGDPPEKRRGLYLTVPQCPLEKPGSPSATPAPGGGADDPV
* marks the source's active call; other numbers are inactive results. Some of the compounds tested; rates above refer to the full screens.

SMILES	Cav32 inh
O=C(CN(CCO)c1ccccc1)NC12CC3CC(CC(C3)C1)C2	-1.9
CNCCC=C1c2ccccc2CCc2ccccc21	1.08
COc1ccc(N2CCN(C(CNS(=O)(=O)c3cccs3)c3cccnc3)CC2)cc1 (stereo unspecified)	0.892
CN1CCCC1CCNS(=O)(=O)c1ccc(Br)cc1 (stereo unspecified)	0.933
CCOC(=O)c1[nH]c(C)c(CN(Cc2ccco2)C(=O)C(F)(F)F)c1C	-2.77
COc1ccc(C(=O)n2c(SC)nc3cc4c(cc32)OCCO4)cc1	-3
CC(C)Oc1ccc(C(=O)N(Cc2ccco2)C2CCS(=O)(=O)C2)cc1 (stereo unspecified)	0.687
COc1ccc(-c2coc3cc(OC)cc(OC)c3c2=O)cc1	-0.177
CC(C)C(CO)NC(=O)CC(=O)NC(CO)C(C)C (stereo unspecified)	0.271
COc1cccc(N2CCN(Cc3cccnc3)CC2)c1	0.362
CCN(CC)c1ccc2c(Cl)cc(=O)oc2c1	-0.436
COc1ccc(CCNC(=O)CNCC2CCCO2)cc1OC (stereo unspecified)	-2.63

Structural class, the compounds so far with nitrogen in an aromatic ring
SMILES	Cav32 inh
COc1ccc(N2CCN(C(CNS(=O)(=O)c3cccs3)c3cccnc3)CC2)cc1 (stereo unspecified)	0.892
CCOC(=O)c1[nH]c(C)c(CN(Cc2ccco2)C(=O)C(F)(F)F)c1C	-2.77
COc1ccc(C(=O)n2c(SC)nc3cc4c(cc32)OCCO4)cc1	-3
COc1cccc(N2CCN(Cc3cccnc3)CC2)c1	0.362

Other results follow.
SMILES	Cav32 inh
Cc1ccc(-c2nnn(CC(=O)N(CC(=O)NCC3CCCO3)c3ccccc3)n2)o1 (stereo unspecified)	-0.0123
N#CC1=C(SCc2ccccc2)NC2=C(C(=O)CCC2)C1c1ccc2c(c1)OCO2 (stereo unspecified)	-1.05
CCC(C)(CC(=O)N(C)CCC#N)c1ccccc1 (stereo unspecified)	0.0164
CC(=O)N(c1ccc(N(C(C)=O)S(=O)(=O)c2cccs2)cc1)S(=O)(=O)c1cccs1	0.407
Cc1ccc(-c2nnc(SCC#CCOC(=O)c3ccco3)o2)cc1	-1.52
CC(C)(C)n1nnnc1C(c1cccs1)N(Cc1ccc(Cl)cc1)CC1CCCO1 (stereo unspecified)	-4.58*
CCCc1nnc(NC(=O)CSc2ncn[nH]2)s1	-1.46
Cc1cc(C)cc(OCC(=O)OCC(=O)c2c(N)n(C)c(=O)n(C)c2=O)c1	-0.214
CC(C)(C)NC(=O)C1CC(=O)OC12CCCCC2 (stereo unspecified)	0.922
Cc1ncoc1C(=O)Nc1ccccc1C(N)=O	0.119
Cc1ccc(C)c(N(C(=O)Cn2nnc3ccccc32)C(C(=O)NC(C)(C)C)c2ccsc2)c1 (stereo unspecified)	0.186
CCOC(=O)C1CCN(Cc2cnc(Oc3ccc(OC)cc3)s2)CC1	0.576
c1ccc2cc(-c3cc4ccccn4c3)ccc2c1	0.472
CCC(C)(C)NC(=O)CN(Cc1cccs1)C(=O)CNS(=O)(=O)c1ccc(C)cc1	-0.453
O=C(Cn1cccc1)N1CCc2ccccc21	1.23
Cc1cc(C)cc(-n2c(O)c(C=NC3CCS(=O)(=O)C3)c3ccccc3c2=O)c1 (stereo unspecified)	-1.08
Cc1cc2c(c(=O)o1)C(CC(C)C)C(C#N)=C(N)O2 (stereo unspecified)	0.147
CCC1(C)Cc2c(sc3[nH]c(=O)[nH]c(=O)c23)CS1 (stereo unspecified)	0.658
CCOC(=O)C1CCN(c2c(N3CCCC(C(=O)OCC)C3)c(=O)c2=O)CC1 (stereo unspecified)	0.632
O=C1c2ccccc2C(=O)N1Cc1nc2ccccc2c(=O)n1CCCN1CCOCC1	0.71
CS(=O)(=O)N(CC(=O)Nc1ccc2c(c1)OCCO2)Cc1ccccc1	-0.00287
c1ccc(N2CCN(c3nc(-c4ccccn4)nc4ccccc34)CC2)cc1	-3.59
CC(=O)c1cccc(NC(=O)C2CC(=O)N(c3cccc(C)c3C)C2)c1 (stereo unspecified)	0.954
CC(C)Cn1c(CCCNC(=O)c2ccc(F)cc2)nc2ccccc21	-2.14

Quoted at random: 2 entries already listed
SMILES	Cav32 inh
CCC(C)(C)NC(=O)CN(Cc1cccs1)C(=O)CNS(=O)(=O)c1ccc(C)cc1	-0.453
Cc1cc2c(c(=O)o1)C(CC(C)C)C(C#N)=C(N)O2 (stereo unspecified)	0.147

(continued)
SMILES	Cav32 inh
COc1ccc(/C(N)=N/OC(=O)CSc2ccc(C)cc2)cc1	0.367
O=C1NC(=O)[C@@H]2C3c4ccccc4C=CN3[C@H](C(=O)c3cccs3)[C@H]12 (stereo partly specified)	-1.07
CCOc1ccccc1-c1nc(SCC(=O)O)n[nH]1	-0.189
CC(C)CCNC(=O)CSc1nc2ccccc2c(=O)[nH]1	0.356
Cn1c(=NC(=O)CSCC(=O)N2CCOCC2)sc2ccccc21	0.776
O=c1cc(O)c(-c2cccc(Cl)c2)c(Cl)[nH]1	0.488
CC(C)CCOCC(=O)Oc1ccccc1C(=O)O	-0.0596
COc1ccc(C(=O)NC(C)c2nnc(SCC(=O)Nc3nc(C)cs3)n2C)cc1 (stereo unspecified)	0.0699
CC1=CC(C)(C)N2C(=O)C3(C(C#N)=C(N)Oc4cc(O)ccc43)c3c(C)c(C)cc1c32 (stereo unspecified)	-4.05*
CC(NC(=O)C1CCCCC1)c1ccc2c(c1)OCCO2 (stereo unspecified)	1.77
COc1ccc(O)c(C2=Nc3ccccc3N=C(c3ccco3)C2)c1	-1.14
C(=N\Nc1nc(-c2ccccc2)cs1)/c1cccs1	-1.89
COc1ccc(CNC(=O)CN2CCC(C(=O)c3ccc(OC)cc3)CC2)cc1	0.0206
COc1ccc(CCNS(=O)(=O)c2cccs2)cc1	-0.253
O=C(CC1C(=O)NCCN1C(=O)c1ccc(F)cc1)OCc1ccccc1 (stereo unspecified)	0.125
CCCCSc1ncc(C(=O)OCC)c(N)n1	-4.59*
O=C1CC(c2cccc(Cl)c2)CC(O)=C1C=NCCCO (stereo unspecified)	0.256
CC(=C1C(=O)c2ccccc2C1=O)N1CCN(c2ccccn2)CC1	0.891
CS(=O)(=O)Nc1ccc(C(=O)NCCSC2CCCCC2)cc1	0.52
N#C/C(=C(/O)C(Cl)c1ccccc1)c1nc2ccccc2s1 (stereo unspecified)	-5.31*
Cc1nc(NC(=O)CC(C)C)sc1-c1csc(Nc2ccc(Cl)cc2Cl)n1	-0.865
O=C(O)c1ccc(-c2noc(-c3ccccc3C(F)(F)F)n2)cc1	0.199
Cc1ccccc1NC(=O)CSc1nnc(Cc2cccn2C)n1-c1ccc(F)cc1	-1.43
CC1CCN(C(=O)COC(=O)c2cc3ccccc3cc2O)CC1	-2.95
CC(=O)Nc1ccc(C(=O)CSc2nnc(C)o2)cc1	-0.326
COC(=O)c1ccc(COc2cc(O)c3c(c2)OC(C)(C)CC3=O)cc1	-0.567
CCOC(=O)N1CCN(C(=O)c2ccccc2NC(=O)c2ccc(OC)cc2)CC1	-3.93
CCN1CCN(c2ccc(NC(=O)c3cccnc3)cc2Cl)CC1	0.991
COC(=O)c1cc(Cl)c(NS(=O)(=O)c2ccccc2)cc1OC	0.84
CC(C)(C)CC(=O)Nc1ccc(Nc2ccccc2)cc1	-3.18
O=C(COC(=O)CCCNC(=O)c1ccc(Cl)cc1)NCc1ccccc1Cl	-2.09
CC(C)(C)c1ccc(COC(=O)CNC(=O)CNC(=O)Cc2ccccc2)cc1	-1.15
COc1ccc(-c2nsc(C(=O)N(c3ccc(F)cc3)C(C(=O)NC3CCCC3)c3ccc(OC)cc3)c2N)cc1 (stereo unspecified)	-3.43
Cc1cc(N2CCN(C/C=C/c3ccccc3)CC2)n2ncnc2n1	0.906
CC(C)c1nnc(NC(=O)c2cccnc2)s1	0.0983
CC1=CC(=C(C#N)c2nc3ccccc3s2)C=C(C)N1Cc1ccco1	-2.38

Marked active in Cav32 inh, among the entries above:
SMILES	Cav32 inh
CC(C)(C)n1nnnc1C(c1cccs1)N(Cc1ccc(Cl)cc1)CC1CCCO1 (stereo unspecified)	-4.58*
CC1=CC(C)(C)N2C(=O)C3(C(C#N)=C(N)Oc4cc(O)ccc43)c3c(C)c(C)cc1c32 (stereo unspecified)	-4.05*
CCCCSc1ncc(C(=O)OCC)c(N)n1	-4.59*
N#C/C(=C(/O)C(Cl)c1ccccc1)c1nc2ccccc2s1 (stereo unspecified)	-5.31*

Later entries.
SMILES	Cav32 inh
c1ccc(CN(Cc2ccco2)C(c2ccncc2)c2nnnn2C2CCCC2)cc1 (stereo unspecified)	-2.91
CS(=O)(=O)NCCSCc1ccc(Cl)cc1	0.836
CCOc1ccc(C)cc1S(=O)(=O)Nc1cccnc1	0.121
COC(=O)c1cc(NC2c3ccccc3C(=O)N2c2ccc(Cl)cn2)cc(C(=O)OC)c1 (stereo unspecified)	-3.91
C=CCn1c(C)c(C(C)=O)c(N2CCCC2)nc1=S	-0.151
Cc1ccc(C(=O)NCCN(C)C)c(C)c1	0.0305
COC(=O)c1[nH]c(C)c(/C(O)=C2\C(=O)C(=O)N(CCN(C)C)C2c2ccc(C)o2)c1C (stereo unspecified)	0.0807
CN1CC(=O)N/C1=N\C(=O)Nc1ccc2c(c1)N(C)C(=O)CS2	-0.77
CN(C(=O)c1ccccc1C(=O)c1ccccc1)C1CCS(=O)(=O)C1 (stereo unspecified)	0.561
COc1ccc(CNC(=O)NS(=O)(=O)c2ccc(C)cc2)cc1	0.0503
COC1(OC)N=C(NC(=O)Nc2ccccc2)C2(C#N)C(c3ccccc3)C12C#N (stereo unspecified)	0.631
COC(=O)CC(NS(=O)(=O)c1cccs1)c1ccccc1Cl (stereo unspecified)	1.04
CCCOc1ccc(C(C)=O)cc1CSc1nc(O)cc(=O)[nH]1	1.44
CCOC(=O)CCSc1nc(C)cc(C(F)(F)F)c1C#N	-0.959
CCN(CC)S(=O)(=O)c1cc(C(=O)Nc2ccccc2C(=O)O)ccc1OC	0.659
CCCOc1ccc(CNC(=S)N/N=C/c2ccc([N+](=O)[O-])cc2)cc1	0.182
COC(=O)CNC(=O)COC(=O)c1cc(Cl)cc(Cl)c1N	0.138
O=C(NCCN1CCN(c2ccccc2F)CC1)C1c2ccccc2C(=O)N2CCc3ccccc3C12 (stereo unspecified)	-4.16
CCCCCn1cnc2sc(-c3ccccc3)cc2c1=O	-1.04
COc1cccc(-c2nnc(SCc3cccnc3)o2)c1	-0.95
CN(c1ccc(C(=O)NCc2ccco2)cc1)S(C)(=O)=O	0.142
Cc1cc2c(c(=O)n1Cc1ccccn1)C(c1ccc3c(c1)OCO3)C(C#N)=C(N)O2 (stereo unspecified)	0.704
COc1ccc(NCc2nnc(SCC(=O)Nc3cc(C(F)(F)F)ccc3Cl)o2)cc1	-2.01
COc1ccc2[nH]c(=O)c(CN(CCCN(C)C)C(=O)Nc3ccccc3)cc2c1	-0.902
CCOC(=O)Cn1c(C(C)=O)nc2ccccc21	0.851
CCN(CC)C(=O)c1ccc2c(=O)n(CCOC)c(=S)[nH]c2c1	-0.104
COc1cc(NC(=O)C2CCC(CNc3c(N4CCCCC4)c(=O)c3=O)CC2)cc(OC)c1 (stereo unspecified)	0.786
CCCc1ccc(OCC(O)CN2CCN(c3ccccc3)CC2)cc1 (stereo unspecified)	-2.51
CCCc1nnc(N2C(=O)c3cccc4cccc(c34)C2=O)s1	0.366
CC(Sc1nnc(Cc2cccs2)n1C1CCCCC1)C(N)=O (stereo unspecified)	-0.131
CCOc1cc(S(=O)(=O)NCc2ccccc2)ccc1F	-0.3
COc1ccc(CCNC(=O)COC(=O)c2cnccn2)cc1	-0.0433
CC1(C)CC(=O)N(c2ccccc2)C1(C)O (stereo unspecified)	0.358
COC(=O)[C@@H]1C[C@@H]2CC[C@@H](O)C[C@@H]2N1Cc1ccc(OC)cc1	1.39
C=CCn1c(SCC(=O)C(C)(C)C)nnc1-c1cccs1	0.283
Cc1cc(S(=O)(=O)NCCCN2CCOCC2)ccc1F	0.0123

Exported with values ahead of the structure: part of the list above.
Cav32 inh	molecule
-0.3	CCOc1cc(S(=O)(=O)NCc2ccccc2)ccc1F
-0.0433	COc1ccc(CCNC(=O)COC(=O)c2cnccn2)cc1
0.358	CC1(C)CC(=O)N(c2ccccc2)C1(C)O (stereo unspecified)
1.39	COC(=O)[C@@H]1C[C@@H]2CC[C@@H](O)C[C@@H]2N1Cc1ccc(OC)cc1
0.283	C=CCn1c(SCC(=O)C(C)(C)C)nnc1-c1cccs1
0.0123	Cc1cc(S(=O)(=O)NCCCN2CCOCC2)ccc1F

Further compounds
SMILES	Cav32 inh
O=C(CN1C(=O)c2ccccc2C1=O)N1CCN(C(=O)c2ccco2)CC1	1.74
O=C(C1CCN(S(=O)(=O)c2cccnc2)CC1)N1CCN(C2CCCC2)CC1	-0.0352
COc1cccc(-c2cc(C(=O)Nc3cccc(O)c3)no2)c1	0.524
Cc1cc(Cl)cc(Cl)c1OCCOc1cccc2cccnc12	-0.136
COc1cccc(-n2c(SCC(=O)O)nnc2-c2cccnc2)c1	0.0803
CCN(CC)C(=O)c1oc2ccc(S(=O)(=O)N3CCCCCC3)cc2c1C	-3.48
COC(=O)c1cn(C(=O)c2ccccc2F)nc1N	0.231
CCn1c(SCc2ccc(F)cc2)nnc1C1CCN(S(=O)(=O)c2ccc(OC)cc2)CC1	-2.29
Cc1noc(C)c1CSc1nc2ccccc2n1CCc1ccccc1	-4.14*
Cc1c(Cl)cccc1NC(=O)CCN1CCCCC1	0.979
Nc1c(C(=O)Nc2ccccc2F)sc2nc(Cc3ccccc3)cc(C(F)(F)F)c12	-3.37*
O=C(c1c[nH]c2ccc(S(=O)(=O)N3CCOCC3)cc2c1=O)N1CCCC1	-0.345
CCSc1nnc(C)c2ccccc12	-0.306
CCOC(=O)c1cc(C)n(S(=O)(=O)c2ccc(C)cc2)c1C	-1.22
N/C(=N\OC(=O)c1ccc(Cl)cc1)c1ccc(Cl)cc1	-0.0974
Cc1cccnc1NC(=O)C1CCN(S(=O)(=O)c2cccs2)CC1	0.995
CCc1nc2ccccc2c2nc3ccccc3n12	0.531
COc1ccc(S(=O)(=O)N2CCCC2C(=O)NCc2cccs2)cc1 (stereo unspecified)	0.979
Cc1ccc(S(=O)(=O)N2CCN(S(=O)(=O)N3CCOCC3)CC2)c(C)c1	-0.0312
Cn1c(-c2cc3c(C(F)(F)F)nn(C)c3s2)n[nH]c1=S	0.621
